All columns: NCI-60 one-dose screen, growth in % after 48 h at 10 µM unless noted; 100 = growth as untreated, 0 = no growth, -100 = all killed.
786-0: 786-0 renal cancer cells | AID 1794775 | actives 5.1% (n = 81,000)
CAKI-1: CAKI-1 renal cancer | actives 4.7% (n = 75,000)
ACHN: ACHN renal cancer | actives 4.9% (n = 81,000) | AID 1794771
UO-31: UO-31 renal cancer; actives 5.2% (n = 81,000); AID 1794768
RXF 393: RXF 393 renal cancer cells; actives 6.9% (n = 77,000)
NCI-H460: NCI-H460 lung cancer | actives 6.8% (n = 82,000) | AID 1794736
TK-10: TK-10 renal cancer cells. actives 3.9% (n = 81,000). AID 1794769
NCI-H322M: NCI-H322M lung cancer; AID 1794733; actives 2.7% (n = 80,000)
NCI-H522: NCI-H522 lung cancer | actives 8% (n = 78,000)
Numbers without * were called inactive; · = not tested or not shown; & = joins results of further samples. Rule for the calls: active = growth percent below 10; inactive = the rest. The order is random. About 11% of those tested had a hit in this group.

SMILES	786-0	CAKI-1	ACHN	UO-31	RXF 393	NCI-H460	TK-10	NCI-H322M	NCI-H522
COc1ccc(C(=O)CC(CC(=O)c2ccc(OC)cc2)c2c(C)nn(-c3ccccc3)c2Cl)cc1	86.3	85.1	90.8	72.8	98.4	97.5	102.7	96.5	79.4
COc1cccc(C=O)c1OS(=O)(=O)c1ccccc1	94.0	98.1	109.9	91.8	105.3	102.8	92.4	98.5	72.3
NC(N)=NCCCCCNc1noc(Cc2c[nH]c3cc(Br)ccc23)n1	91.7	82.4	92.6	80.2	78.3	68.0	75.4	77.3	47.8
BrCCN1CCOC1=Nc1ccccc1	103.9	93.2	96.6	89.3	106.5	100.9	115.8	99.2	104.8
Nc1nonc1-c1nc2ccccc2n1Cc1c(F)cccc1Cl	95.3	86.0	88.3	95.4	85.4	92.2	96.8	101.5	76.5
N#Cc1c(N)nc2c(nnn2-c2ccc(F)cc2)c1N	94.8	88.6	103.7	81.3	109.7	98.7	115.6	98.0	76.9
CC(C)(CO)NCC(O)CS(=O)(=O)O (stereo not drawn)	100.8	96.3	93.2	82.5	110.2	112.5	111.0	105.1	71.2
CC1CCCN(/N=N/c2nc3c([nH]2)c(=O)n(C)c(=O)n3C)C1 (stereo not drawn)	102.1	90.0	100.3	82.5	112.9	99.7	109.7	93.2	88.1
N=C1N=C(SCc2nc3ccccc3[nH]2)NC(=O)/C1=C/c1ccc(Cl)cc1	117.6	85.9	99.6	70.5	113.0	102.2	143.0	102.6	92.7
CSc1nc(=O)n(Cc2ccc(F)cc2)c(=O)[nH]1	102.1	93.6	105.8	84.0	114.0	104.8	·	103.9	101.4
CCO/C=N/C1=C(C#N)C(c2ccc(Cl)cc2)c2c(c3ccccc3n(C)c2=O)O1 (stereo not drawn)	·	-0.3*	75.7	56.2	56.8	79.9	115.2	85.9	58.7
Cc1ncc(-c2ccsc2)c(NC2CCCCCC2)n1	95.0	80.9	93.3	65.8	101.3	98.4	100.9	83.2	80.3
COc1ccc2c(c1C)CCC(C)(C#N)C2=O (stereo not drawn)	106.3	93.5	109.4	91.5	100.9	111.7	105.2	101.2	100.0
Cc1[nH]nc2ccc3nc(-c4cn[nH]c4C(F)(F)F)c4c(c3c12)CCCC4	-21.2*	-9.8*	1.8*	-30.5*	-79.6*	1.3*	-56.2*	2.2*	-54.0*
O=C(N/N=C/c1ccccc1S(=O)(=O)O)C(=O)N/N=C/c1ccccc1S(=O)(=O)O	99.3	89.7	105.5	89.3	112.9	112.7	·	99.8	93.4
CCN(CC)CCOc1ccc(N)cc1	96.9	94.7	104.8	82.3	116.2	107.3	99.4	·	95.0
CCOC(=O)N1CC/C(=N\NC(N)=O)C1	100.9	101.3	103.2	79.0	96.6	103.3	107.6	102.5	94.4
Nc1ccncc1N	109.5&99.3	100.3	108.5&114.0	106.5&90.4	125.3&107.5	109.5&107.2	111.6	123.4&99.2	101.6
Cc1ccc(/C=C2\SC(=S)N(c3ccc(F)cc3)C2=O)o1	40.2	54.9	48.6	·	75.0	33.7	102.1	90.2	70.6
CN(C)S(=O)(=O)c1ccc(N)c([N+](=O)[O-])c1	107.0	97.2	101.5	76.2	131.5	106.7	114.6	112.8	100.3
Cc1nnc2c(N3N=C(C(=O)O)CCC3=O)nc3ccccc3n12	100.7	96.2	105.3	87.2	99.2	103.7	110.9	102.8	96.6
N#Cc1ccc(NC(=O)Nc2cccc(C#N)c2)cc1	97.5	·	92.5	75.6	99.3	78.8	113.3	115.7	51.9
COc1cc(C(=O)c2c(N)ncn2-c2ccc(Cl)cc2)cc(OC)c1OC	95.3	102.2	96.7	85.5	115.1	92.3	100.8	99.6	99.4
C=C1C(=O)O[C@H]2[C@H]1CC/C(COC(=O)N[C@H](Cc1c[nH]c3ccccc13)C(=O)OC)=C\CC[C@@]1(C)O[C@@H]21	-56.3*	·	-17.7*	-4.8*	-25.5*	64.0	25.8	86.3	-71.4*
O=C1c2ccccc2C(=Cc2ccccc2)c2ccccc21	-15.9*	·	28.1	28.0	-1.3*	-6.8*	-7.8*	66.8	-25.4*
Nc1nc2c(ncn2CCC(CO)CO)c(=O)[nH]1	106.0	113.3	96.2	95.8	108.8	108.9	102.4	·	·
COc1ccc(/C=C(/C(=O)c2ccc(Cl)cc2)C(=O)C(F)(F)F)cc1	99.1	94.3	110.1	78.6	104.1	109.1	75.3	77.7	74.8
CC1=C(C)C(=O)C(N2CCN(C3CCCCC3)CC2)=C(Cl)C1=O	105.9	97.0	101.9	70.0	112.0	102.6	136.2	102.1	95.0
CC[n+]1c(C)cc(C)c2ccccc21	90.9	99.8	110.2	69.6	97.8	110.0	103.9	110.9	95.4
CO[C@H]1CO[C@H]2[C@@H]1OC[C@H]2OC	94.7	92.8	99.4	77.5	117.2	115.0	107.3	103.7	98.8
CCOC(=O)c1nnn(-c2no[n+]([O-])c2-c2ccc(OC)cc2)c1COc1cccc2cccnc12	25.8	24.1	21.8	34.3	22.5	8.5*	33.2	98.8	-52.7*
C=CCO[C@H]1CO[C@H]2[C@@H]1OC[C@@H]2Oc1ccc(Nc2ncnc3ccsc23)cc1Cl	96.0	97.4	73.5	68.9	105.0	94.7	104.8	88.0	70.2
Cc1ccc(S(=O)(=O)CC(=O)O)cc1	93.1	·	96.7	89.8	111.1	102.5	94.8	98.0	86.8
Cc1ccnc(NS(=O)(=O)c2ccc(N)cc2)n1	93.0&107.2	84.5&97.9	94.6&95.5	87.4&98.7	102.9&116.3	104.7&108.3	98.1&112.0	94.1&108.3	97.3&101.1
CCOC(=O)[C@H](CCc1ccccc1)N[C@@H](C)C(=O)N1CCC[C@H]1C(=O)O	103.9	92.8	·	79.0	101.2	104.1	111.5	94.8	111.0
COc1cc(CNC(=O)c2ccc(Br)cc2)ccc1O	·	88.2	100.7	77.1	106.1	100.5	110.8	91.2	91.2

Reformatted bar-delimited: part of the list above.
canonical_smiles | 786-0 | CAKI-1 | ACHN | UO-31 | RXF 393 | NCI-H460 | TK-10 | NCI-H322M | NCI-H522
N#Cc1c(N)nc2c(nnn2-c2ccc(F)cc2)c1N | 94.8 | 88.6 | 103.7 | 81.3 | 109.7 | 98.7 | 115.6 | 98.0 | 76.9
CC(C)(CO)NCC(O)CS(=O)(=O)O (stereo not drawn) | 100.8 | 96.3 | 93.2 | 82.5 | 110.2 | 112.5 | 111.0 | 105.1 | 71.2
CC1CCCN(/N=N/c2nc3c([nH]2)c(=O)n(C)c(=O)n3C)C1 (stereo not drawn) | 102.1 | 90.0 | 100.3 | 82.5 | 112.9 | 99.7 | 109.7 | 93.2 | 88.1
N=C1N=C(SCc2nc3ccccc3[nH]2)NC(=O)/C1=C/c1ccc(Cl)cc1 | 117.6 | 85.9 | 99.6 | 70.5 | 113.0 | 102.2 | 143.0 | 102.6 | 92.7
CSc1nc(=O)n(Cc2ccc(F)cc2)c(=O)[nH]1 | 102.1 | 93.6 | 105.8 | 84.0 | 114.0 | 104.8 | · | 103.9 | 101.4
CCO/C=N/C1=C(C#N)C(c2ccc(Cl)cc2)c2c(c3ccccc3n(C)c2=O)O1 (stereo not drawn) | · | -0.3* | 75.7 | 56.2 | 56.8 | 79.9 | 115.2 | 85.9 | 58.7
Cc1ncc(-c2ccsc2)c(NC2CCCCCC2)n1 | 95.0 | 80.9 | 93.3 | 65.8 | 101.3 | 98.4 | 100.9 | 83.2 | 80.3
COc1ccc2c(c1C)CCC(C)(C#N)C2=O (stereo not drawn) | 106.3 | 93.5 | 109.4 | 91.5 | 100.9 | 111.7 | 105.2 | 101.2 | 100.0
Cc1[nH]nc2ccc3nc(-c4cn[nH]c4C(F)(F)F)c4c(c3c12)CCCC4 | -21.2* | -9.8* | 1.8* | -30.5* | -79.6* | 1.3* | -56.2* | 2.2* | -54.0*
O=C(N/N=C/c1ccccc1S(=O)(=O)O)C(=O)N/N=C/c1ccccc1S(=O)(=O)O | 99.3 | 89.7 | 105.5 | 89.3 | 112.9 | 112.7 | · | 99.8 | 93.4
CCN(CC)CCOc1ccc(N)cc1 | 96.9 | 94.7 | 104.8 | 82.3 | 116.2 | 107.3 | 99.4 | · | 95.0

Continued.
SMILES	786-0	CAKI-1	ACHN	UO-31	RXF 393	NCI-H460	TK-10	NCI-H322M	NCI-H522
O=[N+]([O-])c1cc(Br)cc(-c2c(Br)cc([N+](=O)[O-])cc2Br)c1	97.6	·	·	84.5	93.3	51.9	92.5	87.3	64.4
CCOC(=O)C1(Cc2ccccc2)CCCCCC1=O (stereo not drawn)	106.7	93.2	111.2	88.5	119.8	118.2	115.8	99.1	112.6
CCn1ncc2c(NNC(=O)Cc3ccc(Br)cc3)ncnc21	102.3	98.2	103.6	91.8	112.9	104.1	98.6	99.3	91.0
COc1ccc2[nH]cc(/C=C(\C#N)C(=O)N3c4ccccc4Sc4ccc(SC)cc43)c2c1	86.5	51.0	76.6	60.7	73.4	95.5	84.5	95.3	60.6
O=C(Cn1c2ccccc2c2ccncc21)N/N=C/c1c[nH]c2ccccc12	44.0	·	77.7	103.0	49.2	1.5*	112.7	72.8	58.8
N#CC1=C(N)Oc2c(ccc3ccccc23)C1c1ccc([N+](=O)[O-])cc1 (stereo not drawn)	102.2	41.6	90.3	54.7	101.1	69.8	145.5	95.2	57.5
CN(C)c1ccc(C2CC(n3nnnc3-c3ccccc3)=NN2)cc1 (stereo not drawn)	·	103.6	116.8	73.6	125.4	107.3	105.1	101.1	93.6
c1coc(-c2nc(N3CCOCC3)nc3cc(-c4cccs4)nn23)c1	88.7	137.8	94.8	73.9	105.2	102.8	109.1	94.9	87.5
Cn1c2c(c3cccc(Cl)c31)C(C#N)C1(CCOCC1)NC2=O (stereo not drawn)	99.7	50.7	87.2	68.3	·	98.6	199.1	160.9	84.8
C=CC(=O)Nc1ccc(Oc2nccc(Nc3nnc(-c4ccc(Br)cc4)s3)n2)cc1	107.7	83.1	99.3	74.5	77.1	98.3	146.6	103.1	78.1
CCCCCCCCCCCCCCCCCC(=O)NNCCO	84.8	84.9	95.8	57.6	105.7	104.7	91.6	85.4	79.0
CCC(=O)Oc1ccc(C(OC(C)=O)OC(C)=O)cc1	100.1	·	·	91.8	117.3	108.9	94.3	104.8	82.9
O=C(N/N=C/c1ccccc1[N+](=O)[O-])c1cc(-c2nc3ccccc3[nH]2)nc2ccccc12	83.5	53.7	86.5	57.2	67.7	101.3	84.8	101.7	81.5
COc1ccc2[nH]c(=O)c(C(C)=O)c(O)c2c1	100.1	102.8	105.7	77.0	106.9	108.5	110.2	89.0	102.6
CC(C)n1cc(C2=C(c3cccc4ccccc34)C(=O)N(O)C2=O)c2cc(Br)ccc21	85.7	63.9	94.7	63.0	91.1	98.5	117.4	89.9	86.2
S=C(S)OCCOC(=S)S	103.8	110.4	108.6	110.4	109.1	118.3	120.3	129.8	107.9
CCOC(=O)C1=CCC(n2cc(F)c(=O)[nH]c2=O)O1 (stereo not drawn)	106.6	101.6	103.5	87.8	171.2	97.8	109.9	126.7	112.3
Cc1ccccc1NC(=O)c1sc2nc3c(cc2c1N)C(=O)CCC3	51.6	55.4	49.3	77.5	-10.4*	15.3	81.2	71.4	12.5
CCCCCCC1(C(OC)OC)NC(=O)N(C)C1=O (stereo not drawn)	99.3	105.8	110.3	91.3	105.1	107.9	108.0	104.5	103.9
O=C(O)CCCCCNC(=O)c1ccccc1	108.2	96.0	114.7	87.4	114.1	108.0	98.7	101.9	90.4
COc1ccc(CSc2nnc(SCC(=O)Nc3ccc(Cl)cc3)s2)cc1	68.7	38.0	59.9	52.8	104.4	37.6	96.3	65.4	67.7
Cc1cc2ccccc2c[n+]1CCCc1ccccc1	94.3	104.3	114.7	83.8	109.1	105.4	89.9	97.2	67.3
O=C(O)CCc1ccccc1	104.4	108.6	113.3	100.4	105.0	107.5	111.1	123.1	112.1
COc1ccc(/C=C/c2nc3ccccc3n3c(=S)[nH]nc23)cc1	105.0	82.0	80.6	64.3	96.7	85.5	129.6	88.2	76.7
COc1cc2c(cc1OC)/C(=C/c1sc(=S)[nH]c1O)C(C(=O)O)=N2	107.5	104.6	112.3	93.7	104.2	113.8	99.4	98.3	90.5
CN1c2ccccc2C(=O)N(NC(=O)Nc2ccccc2)C1c1ccc([N+](=O)[O-])cc1 (stereo not drawn)	60.1	99.9	105.0	85.6	98.8	111.6	106.2	105.3	102.6
CCOC(=O)NC(=S)n1oc(=O)c2ccccc21	111.3	90.4	100.7	82.2	111.2	100.6	109.3	98.8	99.3
CC(=O)N(C)c1ccc(Nc2ccc(Nc3ccc(N(C)C(C)=O)cc3)c3c2C(=O)c2ccccc2C3=O)cc1	78.7	30.2	64.3	25.9	81.7	64.9	79.0	75.4	53.8
Cc1ccc(S(=O)(=O)Nn2c(C)ccc(-c3nc4ccccc4s3)c2=O)cc1	97.8	83.6	93.0	74.0	102.8	106.3	132.7	107.6	93.3
CCCCC(O)C(F)(Cl)Cl (stereo not drawn)	107.5	71.6	100.4	82.6	113.0	115.7	99.0	94.5	·
COC(=O)/C=C1\S/C(=N\NS(=O)(=O)c2ccc(C)cc2)N(c2ccccc2)C1=O	107.8	96.6	103.8	90.8	111.4	104.0	109.2	99.6	91.9
COc1ccc(-c2cnoc2-c2ccc(OC)cc2O)cc1	44.5	45.2	57.4	74.5	23.9	7.3*	86.9	74.6	-16.0*
CC1=CC2NCc3c(oc(-c4ccccc4)c3C(=O)c3ccccc3)C2C=C1 (stereo not drawn)	100.9	82.3	100.7	68.0	107.4	97.0	105.0	91.6	69.4
c1ccc(CSC(SCc2ccccc2)c2cccc3ccccc23)cc1	87.7	75.6	80.7	62.2	85.3	92.5	78.8	79.9	71.1
NS(=O)(=O)c1ccc(C(=O)N/N=C(\CS(=O)(=O)c2ccccc2)c2cc3ccccc3o2)cc1	102.6	89.7	99.9	91.6	91.7	100.3	113.7	101.8	98.5
CCOC(=O)c1ccc2c(c1)c1c(C)c3cccnc3c(C)c1n2C	51.3	30.9	29.8	32.0	75.6	22.5	87.8	56.9	49.1
Cc1nn(-c2ccccc2)c(N2CCCCC2)c1/C=N/Nc1nc(-c2ccc(Cl)c(Cl)c2)cs1	101.7	66.7	96.9	75.1	96.0	102.5	131.1	84.5	92.8

From PubChem BioAssay
